# Screening results as filed in PubChem.
# S-ASM inh – Inhibitors of Secretory Acid Sphingomyelinase (S-ASM): qHTS; Sphingomyelin phosphodiesterase (Homo sapiens), P17405; placental ASM, HMU-PC fluorogenic substrate, 60 min; Potency, µM (doses to about 57.5 µM), for inactives: at the top dose activity change, negative = inhibition, actives largely listed as inhibitors; 340,000 tested, 0.006% active; AID 504937, 2011; further: potency means the concentration at half of the fitted maximal effect
# Target sequence (P17405 47-631 limits assumed): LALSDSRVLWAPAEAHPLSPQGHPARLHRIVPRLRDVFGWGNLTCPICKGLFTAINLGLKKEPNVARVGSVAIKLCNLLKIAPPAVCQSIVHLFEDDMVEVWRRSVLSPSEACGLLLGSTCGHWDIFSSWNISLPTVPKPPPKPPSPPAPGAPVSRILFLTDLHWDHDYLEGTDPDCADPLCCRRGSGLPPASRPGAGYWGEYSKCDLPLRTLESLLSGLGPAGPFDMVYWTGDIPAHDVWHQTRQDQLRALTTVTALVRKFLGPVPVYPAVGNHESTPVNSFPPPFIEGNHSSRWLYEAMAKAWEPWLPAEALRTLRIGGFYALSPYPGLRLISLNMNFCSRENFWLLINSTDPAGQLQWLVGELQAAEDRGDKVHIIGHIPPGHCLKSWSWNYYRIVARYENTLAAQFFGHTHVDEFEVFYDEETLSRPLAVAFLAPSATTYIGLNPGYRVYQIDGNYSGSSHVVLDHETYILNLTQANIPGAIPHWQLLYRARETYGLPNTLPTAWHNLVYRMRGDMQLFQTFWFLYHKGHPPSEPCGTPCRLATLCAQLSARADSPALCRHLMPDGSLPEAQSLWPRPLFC
#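 Fluorescence read-out (Ex 386 nm, Em 447 nm) after stopping the reaction at pH 10. Enzyme: ASM from human placenta; substrate HMU-PC0, 9 uM final; 60 min, 37 °C. Compound preincubation 10 min, ambient temperature.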
# BCR signal inh – qHTS Assay to Find Inhibitors of Chronic Active B-Cell Receptor Signaling; ABC-DLBCL IkBa-CBG/CBR reporter, luminescence ratio, 4 h; Potency, µM (doses to about 46.1 µM), for inactives: at the top dose ratio change, negative = lower green/red ratio, actives largely listed as inhibitors; 340,000 tested, 0.05% active; AID 493014, 2011; active means well fitted inhibition curve with a large enough effect in the signal ratio, with a control signal flat, not every such curve was filed as active; inconclusive means small, poorly fitted or top-dose-only effect, or effect the other way, or a change in a side signal; the % refers to the signal ratio;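 further: potency means the concentration at half of the fitted maximal effect; plate controls were basal doxycycline-induced cells for no effect and cells given 10 µM MG132 for full effect; MG132 reads +100%, hits lower the ratio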
#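 TMD8 human ABC-DLBCL cells with doxycycline-inducible IκBα–green luciferase fusion and unfused red luciferase, in 0.5% FBS medium; compounds up to 46 uM, 4 h at 37C. Green/red luminescence ratio, filter-overlap corrected, fitted to concentration-response curves.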
# KCNH2 WT inh – qHTS for Inhibitors of KCHN2 3.1: Wildtype qHTS. U2OS, BacMam KCNH2, thallium flux FluxOr; stronger effect = lower value. activity change, % at 1.84 µM. 340,000 tested, 0.37% active;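 active means maximum activity change below -70%; inconclusive means maximum activity change between -70% and -50%; inactive means maximum activity change above -50%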; further: on the % scale 0 is the no-effect control and ±100 the full control effect
#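 U2OS cells transduced with wild-type KCNH2 virus are loaded with FluxOr dye for 45 min, and thallium flux is measured in kinetic reads before and after stimulation buffer. Rate constants are normalized to DMSO controls.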
# Menin-MLL TR inh – qHTS Assay for Inhibitors Targeting the Menin-MLL Interaction in MLL Related Leukemias: Competition With Texas Red Labeled MLL-derived Mutant Peptide; 270,000 tested, 0.23% active; AID 1768, 2009; Potency, µM (top dose mostly 61.6 µM), inactives show at the top dose FP activity change, negative = inhibition, actives largely listed as inhibitors; Menin + Texas Red MLL mutant peptide, fluorescence polarization; O00255; active means well fitted inhibition curve with a large enough effect in the polarisation, with a control signal flat, not every such curve was filed as active; inconclusive means small, poorly fitted or top-dose-only effect, or effect the other way, or a change in a side signal; inactive means no such curve, though single readings can be large or run the other way; the % refers to the polarisation; further: potency means the concentration at half of the fitted maximal effect; % of control where 0% means no effect; many of its hits are not listed in these tables
# Eya2 inh – qHTS Assay for Inhibitors of the Phosphatase Activity of Eya2; Protein phosphatase EYA2 (Homo sapiens), O00167; recombinant Eya2, OMFP fluorescence dephosphorylation (OMFP is methylfluorescein phosphate); Potency, µM (titrated, usually from 76.9 µM), without a hit: at the highest dose activity, negative = inhibition, usual class: inhibitors; 330,000 tested, 0.006% active; further: potency means the concentration at half of the fitted maximal effect; on the % scale 0 is the no-effect control and ±100 the full control effect
#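 Eya2 protein (added as 0.2 uM solution) was preincubated with compound for 10 min at ambient temperature in 50 mM HEPES pH 7.5, 50 mM NaCl, 5 uM MgCl2, 0.05% BSA, 1 mM DTT. OMFP (added at 50 uM) then reacted 10 min; fluorescence read at 485/525 nm.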
# GALK inhibitor – qHTS Assay for Inhibitors of Human Galactokinase (GALK); P51570; Purified GALK, Kinase-Glo residual ATP luminescence; Potency, µM (series often up to 57.5 µM), without a hit: at the highest dose activity change, negative = inhibition, usual class: inhibitors; 270,000 tested, 0.007% active; further: potency means the concentration at half of the fitted maximal effect; on the % scale 0 is the no-effect control and ±100 the full control effect
#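 Quantitative HTS: GALK 5 nM, ATP 35 uM, galactose 100 uM, 1 h room temperature, then luciferase-based ATP detection.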
# MBNL1-CUG inh – qHTS Assay for Inhibitors of MBNL1-poly(CUG) RNA binding; Muscleblind-like protein 1 (Homo sapiens), Q9NR56; TR-FRET MBNL1-His/biotin-(CUG)12 binding, 665/545 ratio; Potency, µM (highest dose often 57.5 µM), for the others: at the top dose activity change, negative = inhibition, hits mostly inhibitors; 280,000 tested, 0.036% active; AID 2675, 2010; active means well fitted inhibition curve with a large enough effect in the signal ratio, with a control signal flat, not every such curve was filed as active; inconclusive means small, poorly fitted or top-dose-only effect, or effect the other way, or a change in a side signal; inactive means no such curve, though single readings can be large or run the other way; the % refers to the signal ratio; further: potency means the concentration at half of the fitted maximal effect; on the % scale 0 is the no-effect control and ±100 the full control effect
# Target sequence (Q9NR56 whole entry, looked up): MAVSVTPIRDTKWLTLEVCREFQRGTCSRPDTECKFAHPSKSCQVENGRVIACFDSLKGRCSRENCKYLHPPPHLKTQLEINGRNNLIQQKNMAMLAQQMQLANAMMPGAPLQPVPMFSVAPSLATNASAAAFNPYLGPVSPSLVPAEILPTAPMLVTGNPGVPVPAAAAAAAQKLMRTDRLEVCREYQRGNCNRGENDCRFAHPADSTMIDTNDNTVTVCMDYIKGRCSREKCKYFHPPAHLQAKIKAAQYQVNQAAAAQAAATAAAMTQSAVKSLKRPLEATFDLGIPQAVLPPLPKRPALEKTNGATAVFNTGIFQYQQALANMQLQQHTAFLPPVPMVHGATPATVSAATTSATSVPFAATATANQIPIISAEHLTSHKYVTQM
#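 Inhibition of protein-RNA binding appears as loss of TR-FRET between terbium anti-His antibody on MBNL1-His and streptavidin-XL665 on biotin-(CUG)12. Activity is normalized to buffer-only and uninhibited-complex controls.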
# PKM2 act – qHTS Assay for Activators of Human Muscle isoform 2 Pyruvate Kinase; purified PKM2, Kinase-Glo ATP luminescence, activation; response scale: 0% is enzyme alone, no compound; Potency, µM (series often up to 57.5 µM), for the others: top-dose activation, actives largely listed as activators; 260,000 tested, 0.34% active; AID 1631, 2009; further: potency means the concentration at half of the fitted maximal effect; on the % scale 0 is the no-effect control and ±100 the full control effect; nearly all actives have a fitted effect of over 55% in size
#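 ATP formation by purified human PK-M2, quantified via coupled luciferase luminescence after 1 h at room temperature with 0.1 mM ADP and 0.5 mM PEP final.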
# TSHR antagonist – Antagonists of the Thyroid Stimulating Hormone Receptor: HTS campaign | Thyrotropin receptor (Homo sapiens), P16473 | TSHR-expressing cells, TSH-stimulated cAMP HTRF, 2 h; stronger effect = lower value | activity change, negative = inhibition, % at 11.5 µM | 330,000 tested, 0.2% active | AID 504810, 2011;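 active means activity change below a set negative limit, meaning inhibition stronger than a set level, cut at about -70% in these data; inconclusive means activity change between two set negative limits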; further: on the % scale 0 is the no-effect control and ±100 the full control effect
#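 Freshly harvested TSHR cells receive pin-tooled compound, then EC80 TSH at 4nM final. After 2 hours at 37 deg C, antibody in lysis buffer and cAMP-d2 are added; 30 minutes at ambient temperature precede the HTRF read.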
# USP2a block – qHTS Assay for Inhibitors of Ubiquitin-specific Protease USP2a Using CHOP2 as the Reporter. USP2 core, Ub-CHOP2 coupled fluorogenic reporter, 485/531. Potency, µM (series often up to 38.3 µM), for the others: at the highest dose activity change, negative = inhibition, usual class: inhibitors. AID 463254, 2010. 330,000 tested, 0.01% active. Ubiquitin carboxyl-terminal hydrolase 2 (Homo sapiens), O75604;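 further: potency means the concentration at half of the fitted maximal effect; plate controls were DMSO wells for no effect and full inhibition by NEM control for full effect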
#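 Cell-free coupled assay: 10nM USP2 core preincubated 30min RT with compound in Tris-HCl pH 8.0/CaCl2/CHAPS buffer, then 25nM Ub-CHOP2 and 25nM reporter substrate; fluorescence (Ex 485/Em 531) read after 60min RT, normalized to NEM inhibition, concentration-response curves fitted.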
# Mito fusion act – qHTS Assay for Small Molecule Inhibitors of Mitochondrial Division or Activators of Mitochondrial Fusion. S. cerevisiae fusion-defective mutant growth rescue, CellTiterGlo 48 h. Potency, µM (top dose mostly 46.1 µM), for the others: top-dose growth rescue (activation), actives largely listed as activators. 320,000 tested, 0.23% active. AID 485298, 2010;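 further: potency means the concentration at half of the fitted maximal effect; % of control where 0% means no effect; nearly all actives have a fitted effect of over 45% in size; temperature-sensitive fusion mutants such as fzo1-1 at 37 °C on non-fermentable ethanol glycerol medium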
#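 Luminescent cell viability in 1536-well qHTS format served as the measure of rescued growth in ts fusion-mutant S. cerevisiae cultured on non-fermentable YPEG for 48 hours at 37C.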
# * hit, by the source's call; ? = inconclusive; . = no result given; [ ] = dose if it differs, or a comment. Unless noted, the call rests on the fitted dose curve; in most records, active means well fitted curve in the direction sought with a large enough effect; inconclusive means small, poorly fitted or top-dose-only effect, or another doubt; inactive means no such curve, though single readings can be large; an effect the other way counts as inactive or inconclusive. A portion of the library; the hit share may differ from the screen's.
SMILES,S-ASM inh,BCR signal inh,KCNH2 WT inh,Menin-MLL TR inh,Eya2 inh,GALK inhibitor,MBNL1-CUG inh,PKM2 act,TSHR antagonist,USP2a block,Mito fusion act
Cc1ccc(O)c(C2=NCCNC(C(F)(F)F)=C2)c1,-17%,13%,-14,-6%,-2%,2%,-2%,-2%,3,-2%,-3%
C#CCOc1nc(Nc2cccc([N+](=O)[O-])c2)nc(OCC#C)n1,-11%,27%,1,?,0%,10%,28%,0%,-12,-1%,?
COc1ccccc1NS(=O)(=O)c1ccc(S(=O)(=O)N2CCOCC2)cc1,-2%,?,3,13%,-1%,11%,-15%,-3%,-8,-2%,0%
O=C(O)c1ccc(Cn2c(SCc3cc(=O)n4cc(Br)ccc4n3)nc3ccsc3c2=O)cc1,.,2%,.,15%,5%,10%,41%[activator],1%,-1,0%,-10%
CC(=O)NS(=O)(=O)c1ccc2c(c1)Cc1cc(S(=O)(=O)NC(C)=O)ccc1-2,13%,0%,4,-12%,3%,5%,2%,5%,-4,-1%,1%
Clc1nc2ccccc2nc1-c1ccccc1,-1%,10%,-6,.,0%,.,21%,?,5,2%,-2%
Nc1ccccc1SCC(=O)Nc1nccs1,-4%,?,0,2%,-1%,4%,3%,1%,0,0%,4%
Cc1ccc2nc(-c3ccc(NC(=O)COC(=O)c4cncc(Br)c4)cc3)sc2c1,163%[activator],?,-2,-15%,5%,-3%,27%,-1%,0,4%,-5%
Cc1ccc(NC(=O)C(C)OC(=O)c2ccc(Cl)nc2)cc1S(=O)(=O)N1CCOCC1 (stereo not drawn),.,-4%,-11,.,5%,.,.,.,1,4%,-2%
C[C@@H]1O[C@@H](O[C@H]2[C@H](Oc3cc(O)c4c(c3)OC(c3ccc(O)cc3)CC4=O)O[C@H](CO)[C@@H](O)[C@@H]2O)[C@H](O)[C@H](O)[C@H]1O (stereo partly drawn),3%,-4%,-6,.,11%,.,.,.,3,5%,-1%
Cc1cccc(/C(N)=N/OC(=O)CCC2CCCCC2)c1,.,?,18,0%,3%,-1%,-13%,-1%,-3,-2%,3%
Cc1ccc(NNC(=O)c2c(F)cccc2Cl)cc1C,2%,5%,-5,.,1%,-1%,.,0%,8,-3%,2%
O=C(Oc1ccc(Br)cc1C(=S)N1CCCCC1)c1cc([N+](=O)[O-])cc([N+](=O)[O-])c1,-3%,-14%,-14,.,-3%,0%,?,0%,7,3%,11%
CCNC(=S)N1CCC(NC(=O)C2CCCCC2)CC1,-2%,0%,4,9%,6%,-2%,15%,3%,31,-1%,3%
O=C(Nc1ccc(F)c(F)c1)c1ccccc1-c1ccccc1,-1%,3%,-5,23%,-6%,-1%,-11%,-6%,0,2%,11%
N/C(=N\OC(=O)c1cc(Cl)ccc1Cl)c1ccccn1,2%,-19%,5,-8%,1%,1%,.,3%,27,4%,6%
CC/C(O)=C1\C(=O)CCCC1=NCc1nc2ccccc2[nH]1,7%,5%,5,18%,-9%,0%,-9%,0%,11,2%,-2%
CC(C)(C)OC(=O)N1CCN(c2ccc([N+](=O)[O-])cc2)CC1,2%,0%,14,-2%,-13%,7%,?,0%,2,1%,0%
COc1ccc(Cl)cc1NC(=O)c1cccc(-n2cnnn2)c1,.,5%,-7,.,25%,.,.,.,-4,4%,-7%
O=C(O)CSc1nnnn1-c1ccccc1,-2%,?,-5,4%,0%,-2%,-2%,0%,2,4%,1%
COc1ccc(C(=O)C[n+]2cn(C(F)F)c3ccccc32)c(F)c1,8%,?,-14,-21%,-2%,-3%,-14%,16%,-9,-1%,-4%
CC(C)C(=O)N1CCN(c2ccc(NC(=S)NC(=O)c3cc4ccccc4o3)cc2)CC1,-1%,4%,0,.,-7%,-1%,-5%,4%,6,-1%,-11%
CC(=O)c1ccc(N2CCC(c3cc(-c4ccc(Cl)cc4)n[nH]3)CC2)c([N+](=O)[O-])c1,?,?,-7,20%,4%,0%,12%,2%,-38,0%,-1%
Cc1ccccc1CC(=O)NC1CCCc2ccccc21 (stereo not drawn),1%,10%,-4,-1%,-7%,7%,-1%,-13%[11.5 µM],1,0%,3%
COc1cccc(C(=O)Nc2sc3c(c2C#N)CCN(C(C)=O)C3)c1,-1%,20µM*,-5,17%,3%,-2%,14%,1%,-11,6%,14%

# New compounds follow.
SMILES,S-ASM inh,BCR signal inh,KCNH2 WT inh,Menin-MLL TR inh,Eya2 inh,GALK inhibitor,MBNL1-CUG inh,PKM2 act,TSHR antagonist,USP2a block,Mito fusion act
CC(NC(=O)C(NC(=O)C1CCCN1C(=O)OC(C)(C)C)C(C)C)C(N)=O (stereo not drawn),5%,-3%,4,-14%,-3%,-3%,3%,-10%,8,3%,-4%
CCOC(=O)c1ccc(S(=O)(=O)N2CCN(C(=O)c3cc(=O)c4ccccc4o3)CC2)cc1,-1%,-10%,-1,-20%,-2%,0%,-7%,8%,-5,0%,2%
COC(=O)c1sccc1NC(=O)c1cc(OC)c(OC)c(OC)c1,0%,6%,-3,6%,-4%,3%,-1%,-10%,1,-1%,2%
CC(C)(C)N=Cc1c(O)ccc2oc3c(c12)CCCC3,2%,1%,1,8%,-20%,1%,-2%,.,-6,-2%,4%
CCCNC(=O)c1cccc(S(=O)(=O)N2CC3(C)CC2CC(C)(C)C3)c1 (stereo not drawn),-2%,-3%,5,.,-3%,.,.,.,-4,1%,4%
CC(=O)c1c(C)[nH]c(C(=O)OCCCCN2C(=O)c3ccccc3C2=O)c1C,-11%,13%,-1,0%,-14%,3%,0%,0%,-49,-1%,0%
CN(C)CCCn1c(N)c(C#N)c2nc(C#N)c(C#N)nc21,231%[activator],-13%,-5,-6%,-3%,0%,19%,-1%,2,2%,-8%
O=C(NCCN1CCN(C(=O)C(c2ccccc2)c2ccccc2)CC1)C(=O)Nc1ccccc1,0%,1%,1,?,-11%,-3%,-14%,2%,-6,4%,1%
CCOC(=O)C1CCCN(CCC(=O)Nc2cccc(Cl)c2C)C1 (stereo not drawn),9%,6%,-1,1%,0%,-3%,-2%,0%,-8,1%,-2%
CN1Cc2ccccc2CC1CNCc1c(C(=O)N2CCCC2)nc2ccccn12 (stereo not drawn),3%,-17%,12,-16%,-6%,-1%,-8%,0%,-5,2%,2%
COc1ccc(/C=C(/NC(=O)c2cccs2)C(=O)Nc2ccc(C)cc2)cc1OC,0%,4%,1,-3%,17%,.,3%,5%,0,0%,-1%
CC(=O)c1cccc(S(=O)(=O)Nc2ccccc2N2CCOCC2)c1,1%,2%,-2,.,-7%,.,.,.,-7,2%,.
C[C@@H]1CN([C@@H](C)CO)C(=O)Cc2cc(NC(=O)Nc3cccc4ccccc34)ccc2O[C@@H]1CN(C)S(C)(=O)=O,-12%,-1%,-3,.,16%,.,.,.,-1,2%,.
c1ccc(-c2nc3ccccc3[nH]2)nc1,5%,?,-7,-2%,0%,.,6%,-46%,0,3%,-1%
COc1cc(Cl)c(C)cc1NCC(=O)Nc1cccc(S(=O)(=O)N2CCCC2)c1,-3%,-11%,-10,.,5%,.,.,.,12,-1%,0%
CCc1ccc(C2CC(c3cccc(Cl)c3)n3nc(N)nc3N2)cc1 (stereo not drawn),30%[activator],-3%,-1,-6%,-2%,-2%,-10%,-2%,-2,-1%,2%
Brc1c(CSc2nnc(-c3ccco3)o2)nc2ccccn12,0%,-12%,-24,-11%,20%[15.4 µM],1%,-6%,10%,-26,0%,5%
Cc1onc(-c2ccccc2)c1C(=O)OCC(=O)Nc1cccc(Cl)c1,-13%,0%,-1,.,-7%,.,.,.,-20,-2%,26%
CC1SC(C)C(=O)N(CC(=O)Nc2ccc([N+](=O)[O-])cc2)C1=O (stereo not drawn),-3%,?,-4,?,-5%,6%,?,-1%,-11,7%,5%
